Avidin fluor = green autofluorescence of compounds with avidin beads – biophysical, 488/530 nm, flow cytometry, artefact control, profiling panel. compound fluorescence 488/530 nm; hits give high values. fluorescence (KMESF) at 10 µM. 220,000 compounds, 0.38% hits; in the data active means fluorescence above about 47; further: inactives centre near 10
Pf gametocyte = late stage P. falciparum gametocyte viability inhibitors, primary screen, ATP luminescence, HTS; inhibition, % at 10.9 µM; 150,000 compounds, 0.065% hits; P. falciparum stage V gametocytes, 24 h;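 active means inhibition above the mean plus 3 SD of compounds within the control limits, set per campaign, cut at about 38% in these data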;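 further: 0% = DMSO wells and 100% = medium only without gametocytes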
GSH fluor = compound fluorescence on glutathione beads, profiling panel, artefact control, biophysical, 488/530 nm, flow cytometry | GSH beads flow cytometry, compound fluorescence 488/530 nm; hits give high values | fluorescence (KMESF) at 10 µM | 190,000 compounds, 0.25% hits; in the data active means fluorescence above about 89;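 further: glutathione beads carrying GST-tagged Bcl family fusion proteins plus one bare bead set; values are compound well signal with DMSO vehicle wells as background; inactives centre near 16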
Mcl1-Noxa inh = Mcl-1/Noxa binding inhibitors, primary screen, biochemical, TR-FRET, 1536-well; inhibition, % at 21.7 µM; TR-FRET Mcl-1/Noxa peptide binding, 2 h; 220,000 compounds, 1.5% hits; Induced myeloid leukemia cell differentiation protein Mcl-1 (Homo sapiens), Q07820;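 active means compounds that cut the protein-peptide binding signal by more than 50% relative to plate controls in a single-dose test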;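 further: His-tagged Mcl-1 with rhodamine Noxa BH3 peptide and terbium anti-His antibody; 0% = Mcl-1 plus Noxa peptide wells and 100% = peptide-only wells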
Target sequence (Q07820 whole entry, looked up): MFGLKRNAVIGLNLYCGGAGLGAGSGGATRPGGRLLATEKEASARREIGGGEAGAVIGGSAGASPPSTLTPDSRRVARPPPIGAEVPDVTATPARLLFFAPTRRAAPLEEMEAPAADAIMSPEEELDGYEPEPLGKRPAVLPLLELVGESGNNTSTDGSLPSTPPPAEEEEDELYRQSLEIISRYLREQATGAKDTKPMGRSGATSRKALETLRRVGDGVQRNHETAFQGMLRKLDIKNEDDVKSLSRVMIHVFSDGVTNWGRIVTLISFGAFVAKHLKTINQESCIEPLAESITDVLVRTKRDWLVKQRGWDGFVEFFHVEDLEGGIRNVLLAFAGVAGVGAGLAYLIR
Rab7 wt GTP bind = modulators of GTP binding to Rab7, primary screen, biochemical, wildtype, multiplex bead flow cytometry; Rab7 GTPase wild type (dog), Bodipy-FL-GTP binding; GST-Rab7 beads, fluorescent GTP binding; actives lie on both sides; untreated = 100%, excess cold GTP = 0%; GTP binding activity (percent of control), % at 10 µM; 190,000 compounds, 0.055% hits;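 active means fluorescent GTP binding to Rab7 beads changed by at least 20 points from the 100% baseline, either direction, mostly lower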;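 further: median green fluorescence of bound Bodipy-FL-GTP per Rab7 bead population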
Rac1 wt modul = wildtype Rac1 GTP binding modulators, primary screen, biochemical, GST-Rac1 beads, flow cytometry, multiplex; AID 757, 2007; 190,000 compounds, 0.27% hits; GTP binding activity (% of control), % at 10 µM; Ras-related C3 botulinum toxin substrate 1 (Homo sapiens), P63000; fluorescent GTP binding; actives lie on both sides; 0 = cold GTP competed, 100 = untreated;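 active means GTP binding activity at least 20 points away from the 100% control level, either lower or higher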
Cdc42 wt = modulators of GTP binding to wildtype Cdc42, primary screen, biochemical, multiplex bead flow cytometry, Bodipy-GTP; GST-Cdc42 beads; actives lie on both sides; percent activity (GTP binding), % at 10 µM; 190,000 compounds, 0.2% hits; AID 761, 2007;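 active means percent activity GTP binding at least 20 points away from the 100% baseline, either down as inhibitor or up as activator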;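 further: median bead fluorescence of bound Bodipy-FL-GTP at 100 nM; 0% = excess unlabeled GTP control and 100% = no compound control; below 100% means less GTP binding so inhibitor and above means activator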
Target sequence (P60953 whole entry, looked up): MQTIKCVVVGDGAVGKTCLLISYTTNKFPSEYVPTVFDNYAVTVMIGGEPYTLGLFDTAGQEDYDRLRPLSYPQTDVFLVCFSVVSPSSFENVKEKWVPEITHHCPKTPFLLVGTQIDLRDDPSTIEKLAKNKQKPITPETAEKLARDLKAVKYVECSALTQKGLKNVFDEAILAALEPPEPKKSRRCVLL
Rac1 act GTP bind = GTP binding modulators of activated mutant Rac1, primary screen, biochemical, bead-based flow cytometry, multiplex, fluorescent GTP; GST-Rac1 activated beads; actives lie on both sides; 100% means binding = to untreated wells; 190,000 compounds, 0.11% hits; percent activity (GTP binding), % at 10 µM;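 active means GTP binding at least 20 percentage points away from the 100% baseline, in either direction, so actives lie on both sides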
Rab2A wt mod = modulators of GTP binding to Rab2A wildtype, primary screen, biochemical, dog, bead-based flow cytometry, multiplex; Ras-related protein Rab-2A (Canis lupus familiaris), P61105; GTP binding activity, % at 10 µM; 190,000 compounds, 0.19% hits; AID 760, 2007; GST-Rab2 wt beads, Bodipy-GTP binding;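 active means GTP binding activity at least 20 points away from 100%, either lowered or raised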;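 further: 0% = beads with excess unlabeled GTP and 100% = no-compound control corrected for plate trend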
HRas wt GTP bind = modulators of GTP binding to HRas wildtype, primary screen, biochemical, bead-based flow cytometry, multiplex; 190,000 compounds, 0.14% hits; GST-Ras wt beads, Bodipy-FL-GTP binding; actives lie on both sides; AID 759, 2007; GTPase HRas (Homo sapiens), P01112; GTP binding activity, % at 10 µM;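 active means GTP binding activity at least 20% away from the 100% baseline, either lowered as inhibitor or raised as activator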;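 further: 0% = unlabeled GTP competition control and 100% = no-compound control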
Target sequence (P01112 whole entry, looked up): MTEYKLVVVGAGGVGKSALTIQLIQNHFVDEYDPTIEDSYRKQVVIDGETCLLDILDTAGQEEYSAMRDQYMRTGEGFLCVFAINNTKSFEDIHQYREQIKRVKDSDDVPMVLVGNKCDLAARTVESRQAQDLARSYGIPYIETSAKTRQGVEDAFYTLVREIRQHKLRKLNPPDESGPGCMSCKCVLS
Mcl1 Bid PPI = Mcl-1/Bid binding inhibitors, primary screen, biochemical, TR-FRET, 1536-well; Induced myeloid leukemia cell differentiation protein Mcl-1 (Homo sapiens), Q07820; TR-FRET Mcl-1/Bid-Dy647 peptide binding; inhibition, % at 21.7 µM; 220,000 compounds, 0.97% hits;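 active means compounds that cut the binding signal by more than half at the single screening dose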;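 further: His-tagged Mcl-1 with europium anti-His antibody binding Bid BH3 peptide; 0% = Mcl-1 plus peptide wells and 100% = peptide-only wells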
Starred values were filed as active, the others as inactive; nt = no result given. Compounds were not picked by outcome; about 3% have a hit in one of these screens.

Structure | Mcl1-Noxa inh | Pf gametocyte | Rac1 wt modul | Avidin fluor | Mcl1 Bid PPI | HRas wt GTP bind | GSH fluor | Rab7 wt GTP bind | Cdc42 wt | Rab2A wt mod | Rac1 act GTP bind
Cc1occc1C(=O)Nc1cccc(C(=O)O)c1 | 10 | 15 | 103 | 34 | 14 | 101 | 25 | 102 | 97 | 100 | 98
Cc1ccc(-c2csc(N3CCC(C(N)=O)(N4CCCCC4)CC3)n2)cc1 | 8 | nt | 107 | 9 | -18 | 100 | 20 | 100 | 99 | 98 | 100
CCOC(=O)c1c(NC(=O)CSc2nnc(CNC(=O)c3ccco3)n2C)sc2c1CCC2 | 7 | nt | 99 | 8 | -8 | 99 | 16 | 100 | 99 | 97 | 99
Cn1c(SCCCC(=O)c2ccc(F)cc2)nnc1-c1ccncc1 | 20 | nt | 106 | 9 | -4 | 104 | 16 | 103 | 105 | 104 | 100
CCO[C@H]1OC(C(=O)N2CCN(Cc3ccc4c(c3)OCO4)CC2)=C[C@@H](C)[C@@H]1CCCO | -8 | 8 | 97 | 5 | -6 | 98 | 20 | 102 | 95 | 99 | 97
COc1ccccc1CNC(=O)C1CC(c2cccc([N+](=O)[O-])c2)=NO1 (stereo not given) | 4 | -43 | 102 | 33 | -6 | 98 | 24 | 97 | 102 | 98 | 98
CCn1c(COc2ccccc2)nnc1SCC(=O)CC(=O)Nc1ccccc1OC | -16 | 10 | 102 | 18 | -49 | 98 | 20 | 98 | 99 | 97 | 94
CN(c1ncc(C(F)(F)F)cc1Cl)N1C(=O)C2ONC3(C(=O)CC(C)(C)CC3=O)C2C1=O (stereo not given) | 2 | nt | 102 | 23 | -20 | 97 | 11 | 98 | 94 | 95 | 95
CCn1cc(C(=O)N2CCN(C3CCCCC3)CC2)c2cc(OC)c(OC)cc2c1=O | -18 | 6 | 102 | 20 | -28 | 99 | 30 | 99 | 101 | 101 | 98
COC(=O)c1[nH]c2cc(OC)ccc2c1NC(=O)CCN1CCSCC1 | 0 | nt | 96 | 27 | -60 | 95 | 7 | 92 | 94 | 98 | 96
CC12c3ccccc3C(c3ccccc31)C1C(=O)N(c3ccncc3)C(=O)C12 (stereo not given) | -3 | 2 | 99 | 18 | -6 | 94 | 21 | 96 | 93 | 94 | 92
Cc1nsc(Nc2ccc([N+](=O)[O-])cc2)c1C#N | 18 | -2 | 95 | 8 | -8 | 94 | 12 | 93 | 95 | 96 | 96
COc1cccc(CCc2nnc(CCC(=O)NC(C)c3c(C)nn(C)c3C)o2)c1 (stereo not given) | 11 | -15 | 100 | 11 | -45 | 100 | 18 | 106 | 100 | 99 | 96
Cn1c(=O)c2c(nc(N3CCCCCC3)n2Cc2cccc3ccccc23)n(C)c1=O | 0 | nt | 103 | 22 | -26 | 99 | 14 | 98 | 100 | 98 | 97
COc1ccccc1N1CCN(C(=O)c2ccc(S(=O)(=O)N3CCCC3)cc2)CC1 | 16 | nt | 107 | 7 | -16 | 104 | 12 | 107 | 102 | 104 | 98
COc1cc(/C=N/NS(=O)(=O)c2ccc(C)cc2)ccc1OCc1cccc(C(=O)O)c1 | 5 | 3 | 91 | 14 | -32 | 96 | 10 | 97 | 90 | 93 | 92
Cc1cc(C)cc(-n2nnnc2SCC(=O)N2CCOCC2)c1 | -23 | nt | 102 | 19 | 3 | 100 | 17 | 97 | 97 | 99 | 100
COc1ccc(/C=N\NC(=O)COc2ccc(Cl)cc2Cl)c(C(=O)O)c1OC | -3 | 9 | 97 | 7 | 1 | 94 | 21 | 96 | 95 | 92 | 93
COc1ccc(S(=O)(=O)N2CCN(S(=O)(=O)c3ccc4c(c3)OCCO4)CC2)cc1 | 10 | nt | 98 | 11 | -8 | 96 | 33 | 95 | 100 | 95 | 96
Cn1cccc1P(=O)(c1cccn1C)c1cccn1C | -5 | -17 | 107 | 16 | -28 | 102 | 9 | 100 | 105 | 101 | 103
[O-]/[N+](=C\c1ccncc1)c1ccccc1 | 5 | -10 | 103 | 7 | -6 | 102 | 15 | 100 | 107 | 102 | 100
COc1ccc(Cn2c(SC)nc3ccccc32)cc1[N+](=O)[O-] | -14 | 19 | 99 | 8 | -4 | 102 | 20 | 99 | 100 | 100 | 98
O=C(NNC(=O)c1cc2cc(Br)ccc2oc1=O)c1ccc(O)cc1O | 18 | 5 | 97 | 24 | -51 | 98 | 8 | 102 | 94 | 97 | 94
Cc1cc(C)n(-c2nc(NC(C)(C)C)nc(NC(C)(C)C)n2)n1 | -20 | 0 | 99 | 14 | -9 | 100 | 23 | 94 | 101 | 100 | 99
COc1ccccc1-c1cc(C(F)(F)F)nc(S(=O)(=O)CCCC(=O)Nc2cc(C)on2)n1 | 19 | -10 | 103 | 35 | 7 | 100 | 39 | 100 | 97 | 99 | 98
Cc1nn(-c2ccccc2)c(Cl)c1/C=N/NC(=O)c1cccc(S(=O)(=O)N2CCCC2)c1 | -4 | -6 | 100 | 3 | -6 | 99 | 4 | 104 | 95 | 98 | 96
CCOC(=O)CSc1nc(C)c2ccccc2n1 | 1 | nt | 106 | 10 | 6 | 104 | 10 | 105 | 103 | 103 | 101
CCOc1cc(/C=C(\C#N)C(N)=O)ccc1OCc1c(C)no[n+]1[O-] | 4 | 11 | 98 | 9 | 30 | 96 | 13 | 99 | 97 | 96 | 95
COC(=O)c1ccc(CS(=O)(=O)c2ccccc2C)o1 | -22 | -4 | 104 | 13 | -14 | 97 | 16 | 93 | 100 | 100 | 99
CC(C)c1ccc(/C=C/C(=O)CCC(=O)O)cc1 | -9 | nt | 94 | 24 | -3 | 97 | 7 | 102 | 94 | 96 | 93
CCOC(=O)CNC(=O)C(NC(=O)C1CCC(C)CC1)C(C)CC (stereo not given) | 20 | nt | 99 | 17 | 1 | 97 | 32 | 98 | 99 | 97 | 98
CCC(C)(C)NC(=O)C1CCCN1C(=O)NC1CCCCC1 (stereo not given) | -7 | nt | 102 | 14 | -13 | 98 | 9 | 98 | 99 | 99 | 98
CCn1nnnc1SCC(=O)Nc1cccc(C)n1 | 13 | nt | 96 | 40 | -3 | 99 | 12 | 99 | 98 | 96 | 97
C=CCN(C(=O)COc1ccccc1)c1nnc(-c2ccncc2)s1 | -3 | nt | 106 | 13 | -47 | 103 | 29 | 104 | 107 | 104 | 100
CC(C)CN(CCCNC(=O)CN1C(=O)CSc2ccc(S(=O)(=O)N3CCOCC3)cc21)CC(C)C | 8 | nt | 98 | 9 | -5 | 98 | 17 | 106 | 99 | 96 | 94
O=C(O)c1ccccc1NC(=O)C1CCCO1 (stereo not given) | 20 | nt | 91 | 10 | 8 | 92 | 26 | 89 | 93 | 90 | 90
COc1cccc(C2C3CN(C)CC=C3C(C#N)=C(N)C2(C#N)C#N)c1OC (stereo not given) | -10 | nt | 97 | 17 | -21 | 99 | 24 | 100 | 100 | 101 | 101
COc1ccccc1NC(=O)c1cc(Cl)ccc1NC(=O)c1ccco1 | -14 | 11 | 97 | 18 | -14 | 99 | 23 | 91 | 99 | 97 | 97
O=C(CSc1n[nH]c(-c2ccccc2)n1)Nc1ncccn1 | -4 | 20 | 99 | 12 | -60 | 98 | 24 | 103 | 93 | 97 | 95
COc1cnc(-c2ccccn2)nc1Sc1cccc(Cl)c1 | -41 | -27 | 103 | 25 | -1 | 102 | 12 | 103 | 98 | 100 | 96
CCc1nccn1S(=O)(=O)c1cccc([N+](=O)[O-])c1 | 22 | -3 | 103 | 15 | -2 | 103 | 15 | 101 | 104 | 102 | 101
COc1ccc(OC)c(NC(=O)CSc2nnc(Cn3nnc4ccccc43)n2C)c1 | 11 | 27 | 102 | 40 | -11 | 101 | 20 | 103 | 101 | 101 | 100
COc1ccc(C2COC(=O)C2=N)c(NC(=O)c2ccccc2)c1 (stereo not given) | -6 | -25 | 100 | 12 | -17 | 98 | 9 | 97 | 97 | 99 | 100
O=S(=O)(NC(=S)NC1CCCCC1)c1ccc(Cl)cc1 | 2 | nt | 95 | 6 | -102 | 96 | 12 | 96 | 95 | 96 | 92
O=C(CC1SC(=Nc2cccc3ccccc23)N(Cc2ccccn2)C1=O)Nc1ccccc1Br (stereo not given) | 13 | -11 | 97 | 3 | -25 | 96 | 6 | 103 | 95 | 96 | 96
Cc1nn(C)c(Oc2cccc(Cl)c2)c1C(=O)O | -13 | nt | 97 | 9 | -6 | 97 | 65 | 95 | 97 | 97 | 94
CCCCN1CC(C(=O)NC2CCCCC2)CC1=O (stereo not given) | -8 | nt | 101 | 8 | -2 | 105 | 21 | 98 | 104 | 104 | 101
COc1ccc(/C=C(\C#N)C(=O)N=CN(C)C)cc1 | 0 | 8 | 97 | 28 | -12 | 100 | 11 | 105 | 97 | 99 | 95
COc1ccc(S(=O)(=O)N(C)CC(=O)NC2CCCCC2)cc1OC | nt | nt | 89 | 12 | -2 | 94 | 33 | 92 | 94 | 91 | 91
O=C(COc1ccc(Cl)cc1Cl)NCCC1=CCCCC1 | 18 | -9 | 101 | 13 | -12 | 100 | 29 | 102 | 99 | 99 | 99
COc1cccc(OCCNc2cc(N3CCCCC3)ccc2[N+](=O)[O-])c1 | 12 | 8 | 105 | 8 | -32 | 106 | 21 | 102 | 106 | 106 | 100
O=C(O)c1ccc(Cl)cc1NC(=O)C1CCCO1 (stereo not given) | 31 | 11 | 89 | 13 | 16 | 94 | 29 | 91 | 96 | 92 | 91
CCCCn1c(SCC(=O)N2CCC(C)CC2)nc2ccsc2c1=O | 3 | nt | 105 | 23 | -10 | 101 | 23 | 98 | 102 | 98 | 99

Screens: PubChem, several laboratories
